Pol iota inh – DNA polymerase iota (human) inhibition | Q9UNA4 | Pol iota fluorescent replication assay, 10 min | Potency, µM (series often up to 115 µM), without a hit: at the highest dose activity, negative = inhibition, hits mostly inhibitors | hit rate 1% among 390,000 | AID 588590
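Pol iota at 10 nM preincubated 15 min with compounds at room temperature; reaction started with fluorescent substrate, 50 nM final. Fluorescence read kinetically at 0 and 10 min; buffer-only wells as negative control.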
JMJD2A Tudor – blocks the human JMJD2A Tudor domain; AlphaScreen JMJD2A-Tudor / H3K4me3 peptide binding; Potency, µM (series often up to 114 µM), inactives show at the highest dose activity change, negative = inhibition, actives largely listed as inhibitors; hit rate 4.4% among 390,000; AID 504339; also: % is scaled to controls: 0 for no effect and ±100 for the full control effect; nearly all actives have a fitted effect of over 50% in size
BAZ2B inh – blocks human BAZ2B; AID 504333; hit rate 4.4% among 360,000; Q9UIF8; Potency, µM (highest dose often 114 µM), without a hit: at the highest dose activity change, negative = inhibition, actives largely listed as inhibitors; AlphaScreen BAZ2B-H3K14Ac peptide displacement; also: % is scaled to controls: 0 for no effect and ±100 for the full control effect; nearly all actives have a fitted effect of over 60% in size
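Complex of BAZ2B and biotin-H3K14Ac (50 nM apiece) forms over 30 min at RT, then faces library compounds up to 110 uM for another 30 min; AlphaScreen beads added, 20 min dark incubation, luminescence read.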
BLM helicase inh – blocks DNA unwinding by human BLM helicase; hit rate 0.2% among 350,000; P54132; recombinant BLM DNA unwinding, fluorescence dequenching; AID 2528; Potency, µM (series often up to 56.1 µM), inactives show top-dose activity change, negative = inhibition, actives largely listed as inhibitors;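 also: plate controls were vehicle for no effect and no enzyme for full effect; nearly all actives have a fitted effect of over 35% in size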
Target sequence (P54132 whole entry, looked up): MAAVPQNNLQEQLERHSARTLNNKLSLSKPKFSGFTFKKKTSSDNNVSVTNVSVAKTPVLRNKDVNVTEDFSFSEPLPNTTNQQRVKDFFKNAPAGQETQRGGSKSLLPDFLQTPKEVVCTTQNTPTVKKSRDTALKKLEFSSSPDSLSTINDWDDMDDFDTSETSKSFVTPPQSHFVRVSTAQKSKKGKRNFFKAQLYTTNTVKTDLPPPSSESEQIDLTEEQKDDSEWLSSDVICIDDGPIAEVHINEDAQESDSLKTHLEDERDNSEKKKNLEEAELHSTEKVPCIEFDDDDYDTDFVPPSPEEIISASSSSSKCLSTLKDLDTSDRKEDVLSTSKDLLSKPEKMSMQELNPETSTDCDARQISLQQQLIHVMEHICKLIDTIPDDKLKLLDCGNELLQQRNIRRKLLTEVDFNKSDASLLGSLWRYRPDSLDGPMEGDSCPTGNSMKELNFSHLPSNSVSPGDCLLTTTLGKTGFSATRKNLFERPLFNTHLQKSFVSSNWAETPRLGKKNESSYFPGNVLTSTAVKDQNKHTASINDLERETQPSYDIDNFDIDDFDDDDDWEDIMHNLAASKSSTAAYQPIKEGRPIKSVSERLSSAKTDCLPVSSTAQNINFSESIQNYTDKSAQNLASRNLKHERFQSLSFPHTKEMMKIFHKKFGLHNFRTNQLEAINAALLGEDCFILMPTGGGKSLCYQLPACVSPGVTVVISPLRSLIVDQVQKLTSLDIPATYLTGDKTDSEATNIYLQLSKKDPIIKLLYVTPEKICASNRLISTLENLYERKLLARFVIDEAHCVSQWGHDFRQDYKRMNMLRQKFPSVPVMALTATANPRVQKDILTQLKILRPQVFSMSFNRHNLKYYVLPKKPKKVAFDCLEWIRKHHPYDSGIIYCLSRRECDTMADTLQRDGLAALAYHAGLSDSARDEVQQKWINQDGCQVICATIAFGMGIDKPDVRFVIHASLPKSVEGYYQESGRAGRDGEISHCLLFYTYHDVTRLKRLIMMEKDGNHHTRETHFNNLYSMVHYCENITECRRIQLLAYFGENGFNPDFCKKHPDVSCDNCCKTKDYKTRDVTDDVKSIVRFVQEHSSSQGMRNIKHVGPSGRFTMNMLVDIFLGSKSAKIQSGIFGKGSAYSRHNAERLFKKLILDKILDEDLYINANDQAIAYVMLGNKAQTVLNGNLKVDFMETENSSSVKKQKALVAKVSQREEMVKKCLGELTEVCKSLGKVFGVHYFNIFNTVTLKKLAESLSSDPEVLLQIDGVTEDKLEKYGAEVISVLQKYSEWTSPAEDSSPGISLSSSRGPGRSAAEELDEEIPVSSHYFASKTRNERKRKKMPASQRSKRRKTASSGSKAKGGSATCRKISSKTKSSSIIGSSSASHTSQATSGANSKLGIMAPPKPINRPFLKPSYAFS
Pin1 inh – blocks the human prolyl isomerase Pin1; Pin1 FP peptide displacement, HiFluor488, 10 min; Potency, µM (doses to about 115 µM), for inactives: top-dose activity, negative = inhibition, actives largely listed as inhibitors; hit rate 0.009% among 390,000; AID 504891; active = well fitted inhibition curve with a large enough effect in the polarisation, with a control signal flat, not every such curve was filed as active; inconclusive = small, poorly fitted or top-dose-only effect, or effect the other way, or a change in a side signal; inactive = no such curve, though single readings can be large or run the other way; the % refers to the polarisation; also: % is scaled to controls: 0 for no effect and ±100 for the full control effect
G9a block – G9a (human) methyltransferase inhibition; G9a H3K9 monomethylation, AlphaScreen, 2 h; Potency, µM (top dose mostly 102 µM), without a hit: at the highest dose activity, negative = inhibition, most hits filed as inhibitors; hit rate 8.8% among 350,000; AID 504332; also: % is scaled to controls: 0 for no effect and ±100 for the full control effect; nearly all actives have a fitted effect of over 75% in size
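Readings reflect AlphaScreen signal from monomethyl-H3K9 antibody detection. HMT at 20 nM; substrate b-H3K9 500 nM; cofactor SAM 20 uM; 2 h RT reaction; compounds tested as titrations in qHTS with 15 min preincubation.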
HP1b chromo inh – blocks HP1-beta chromodomain binding to methylated histone tails | P83916 | AlphaScreen HP1-beta / biotin-H3K9me3 peptide binding | Potency, µM (top dose mostly 114 µM), for inactives: top-dose activity change, negative = inhibition, actives largely listed as inhibitors | hit rate 0.56% among 390,000 | AID 540317; also: nearly all actives have a fitted effect of over 70% in size; inactives centre near 23
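HP1-beta protein (50 nM final) preincubated 30 min at room temperature with biotinylated H3(1-18)K9me3 peptide (50 nM) in PBS pH 7.4, 0.01% Tween-20, then compound added for 30 min. AlphaScreen streptavidin donor/nickel chelate acceptor beads (10 ug/mL final), 30 min dark, luminescence read.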
PGK inhibitor – blocks T. brucei phosphoglycerate kinase. hit rate 0.043% among 380,000. P07378. PGK/GAPDH coupled, Kinase-Glo luminescence, 60 min. Potency, µM (series often up to 57.5 µM), for inactives: at the top dose activity change, negative = inhibition, usual class: inhibitors; also: % is scaled to controls: 0 for no effect and ±100 for the full control effect; nearly all actives have a fitted effect of over 60% in size
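Luminescent ATP detection (Kinase-Glo Plus) follows a 60-minute room-temperature incubation, with wells lacking PGK as controls. Buffer: 100 mM TEA (pH 7.6), 5 mM MgCl2, 0.01% Tween-20. Coupling enzyme GAPDH (100 nM final) supplies unstable 1,3-BPG in-well.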
GLS inhibitor – blocks human kidney-isoform glutaminase activity; hit rate 0.21% among 410,000; AID 624170; GLS enzymatic activity, qHTS titration; Potency, µM (doses to about 45.5 µM), inactives show at the highest dose activity change, negative = inhibition, hits mostly inhibitors; O94925; also: % is scaled to controls: 0 for no effect and ±100 for the full control effect
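Compounds were pin-transferred onto hKGA, after which L-glutamine (1 mM solution) and a detection mix of glutamate oxidase, HRP and Amplex Red were added. Initial and 30 min RT fluorescence reads were collected.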
* hit, by the source's call; i = inactive; ? = inconclusive; . = no result given; [ ] = another dose, or the depositor's remark. Unless noted, calls follow the shape of the dose curve; as a rule, active = well fitted curve in the direction sought with a large enough effect; inconclusive = small, poorly fitted or top-dose-only effect, or another doubt; inactive = no such curve, though single readings can be large; an effect the other way counts as inactive or inconclusive. Potency is read from the fitted curve at half-maximal effect.

[1] CN(C)C(=O)CC12CC3CC(C1)CC(CC(=O)N(C)C)(C3)C2
[2] O=C(N/C(=C/c1cccc([N+](=O)[O-])c1)C(=O)N1CCOCC1)c1ccc(Br)cc1
[3] CC1CCCCN1C(=O)COC(=O)c1n[nH]c2ccccc12 (centres undefined)
[4] Cc1cccc(C)c1N1CCN(c2cc(Cl)nc(N)n2)CC1
[5] CCOC(=O)c1c(NC(C)=O)sc2c1CCCNC2=O
[6] O=C(Nc1cnccn1)c1cccnc1
screen / no.,1,2,3,4,5,6
Pol iota inh,66%[activator],1%,13%,68%[activator],?,-6%[58.9 µM]
JMJD2A Tudor,-16%,-7%,-12%,-10%,-13%,-9%
BAZ2B inh,-13%,-6%,2%,-16%,?,8%
BLM helicase inh,0%,0%,0%,-7%,-1%,-1%
Pin1 inh,5%,0%,-5%,?,-1%,0%
G9a block,9%,.,-7%,5%,-33%,21%[59 µM]
HP1b chromo inh,19%,7%,13%,16%,11%,5%
PGK inhibitor,-1%,4%,-8%,-2%,-6%,-9%
GLS inhibitor,0%,4%,4%,-7%,5%,0%

[7] Clc1ccc(-c2nsc(N3CCOCC3)n2)c(Cl)c1
[8] COc1cc(C2c3c(oc4ccc(F)cc4c3=O)C(=O)N2Cc2ccc3c(c2)OCO3)ccc1O (centres undefined)
[9] COc1cc(/C=N/NC(=O)c2sc3ccccc3c2Cl)ccc1OC(=O)c1ccc([N+](=O)[O-])cc1
[10] Cc1ccc(C2c3c(-c4ccccc4O)n[nH]c3C(=O)N2Cc2ccncc2)cc1 (centres undefined)
[11] O=C(O)c1ccc(-n2nnnc2Oc2ccccc2C(=O)N2CCOCC2)cc1
[12] CCOC(=O)N1CCN(C(=O)c2ccc3c(Cl)c4c(nc3c2)CCCC4)CC1
screen / no.,7,8,9,10,11,12
Pol iota inh,33%[activator],-24%,17%,33%[activator],11%,15%
JMJD2A Tudor,9%,6%,-24%,-26%,-6%,-21%
BAZ2B inh,21%,-2%,-6%,3%,2%,-19%
BLM helicase inh,-2%,-2%,-11%,0%,1%,-2%
Pin1 inh,-2%,0%,1%,-4%,0%,-4%
G9a block,21%[59 µM],28%[59 µM],-3%[12.7 µM],33%[12.7 µM],-40%[12.7 µM],.
HP1b chromo inh,16%,20%,55%[activator],9%,41%,15%
PGK inhibitor,i,i,0%,-7%,2%,-1%
GLS inhibitor,0%,-1%,-5%,0%,1%,2%

[13] CSc1nc(N)nc2c1ncn2CC(=O)NCc1ccc2c(c1)OCO2
[14] CN(C)c1ccc(/C=C/C(=O)c2ccccc2)cc1[N+](=O)[O-]
[15] O=S(=O)(c1ccc2nc(Nc3ccc(F)cc3)ccc2c1)N1CCCC1
[16] COc1cc2c(cc1NC(C)=O)CCCC2
[17] C=CCSc1cc(C)nc2c(-c3ccccc3)cnn12
[18] Cc1ccccc1C(=O)NC(=S)N(C)CCc1ccccn1
screen / no.,13,14,15,16,17,18
Pol iota inh,-7%,-1%,39%[activator],2%,-16%,63%[activator]
JMJD2A Tudor,-19%,45µM*,-4%,1%,26%,-9%
BAZ2B inh,.,14µM*,8%,-6%,91%[activator],-11%
BLM helicase inh,.,-11%,0%,-1%,-7%,-2%
Pin1 inh,-2%,-3%,0%,-5%,4%,1%
G9a block,.,?,-1%[59 µM],22%[12.7 µM],17%,-38%
HP1b chromo inh,55%[activator],?,23%,13%,161%[activator],22%
PGK inhibitor,-7%,-4%,i,-4%[11.5 µM],-11%,0%
GLS inhibitor,5%,4%,0%,4%,-10%,4%

[19] CC1CC(C)CN(CCOc2ccc(Cl)cc2Cl)C1 (centres undefined)
[20] CC12CCC(C(=O)N3CCCc4ccccc43)(CC1=O)C2(C)C (centres undefined)
[21] COc1cccc(C(=O)N(C)CC(=O)Nc2cccc3ccccc23)c1
[22] Cc1ccc(-n2nnnc2CNC(=O)c2ccc(F)cc2)cc1C
[23] Cn1nnc2c(N3CCN(c4cccc(C(F)(F)F)c4)CC3)ncnc21
[24] CC(Sc1ccccc1)C(=O)NN=C1CCCC1 (centres undefined)
screen / no.,19,20,21,22,23,24
Pol iota inh,8%,16%,32%[activator],15%,1%,29%
JMJD2A Tudor,2.8µM*,-4%,-1%,-17%,-23%,-2%
BAZ2B inh,56µM*,3%,-1%,8%,-7%,-14%
BLM helicase inh,2%,-5%,.,-4%,0%,1%
Pin1 inh,-11%,-8%,-3%,-1%,-5%,-7%
G9a block,?,-5%,14%[59 µM],5%[59 µM],0%[59 µM],-3%
HP1b chromo inh,?,29%,43%[activator],26%[57 µM],10%,48%[activator]
PGK inhibitor,0%,-5%,i,-4%,-3%,-7%
GLS inhibitor,10%,-9%,3%,3%,-8%,-5%

[25] O=C(NC1CCCCC1)C(c1c(F)cccc1Cl)N(C(=O)c1csnn1)C1CC1 (centres undefined)
[26] COc1ccc(Nc2cc(C)nc(N)n2)cc1
[27] COc1ccc(NC(=O)COC(=O)c2ccc(-n3cnnn3)cc2)c([N+](=O)[O-])c1
[28] Cc1cc(C)nc(N/N=C/c2cccc(Cl)c2)n1
[29] CCOC(=O)CN1N=C(/C=C/c2ccc(C(C)C)cc2)CCC1=O
[30] CCOC(=O)C1(Cc2cccc(OC)c2)CCCN(C(=O)c2ccccc2C)C1 (centres undefined)
screen / no.,25,26,27,28,29,30
Pol iota inh,31%[activator],-10%,2%,-21%,8%,67%[activator]
JMJD2A Tudor,-2%,-8%,-12%,-19%,-3%,-8%
BAZ2B inh,-2%,-4%,-4%,-9%,8%,-36%
BLM helicase inh,-5%,-3%,.,-4%,-5%,-2%
Pin1 inh,1%,2%,16%,-1%,0%,-5%
G9a block,9%,26%[59 µM],17%[12.7 µM],8%,15%,-8%
HP1b chromo inh,11%,39%,27%,21%,42%[activator],31%
PGK inhibitor,-2%,-1%,i,-10%,1%,6%
GLS inhibitor,-7%,6%,1%,5%,5%,3%

[31] O=S(=O)(c1ccc(Br)cc1)c1nc(-c2ccco2)oc1NCC1CCCO1 (centres undefined)
[32] COc1ccc(/C=N/NC(=O)CCn2c3ccccc3c3ccccc32)cc1OC
[33] c1ccc(CSc2ncnc3sccc23)cc1
[34] Cn1c(C(=O)NCc2ccco2)cc2c(=O)[nH]c3ccccc3c21
[35] CCOCCn1c(SCc2cccc(C)c2)nc2c1c(=O)[nH]c(=O)n2C
[36] Cc1c(C#N)c2ccccc2n1CC(=O)NC(C)c1ccccc1 (centres undefined)
screen / no.,31,32,33,34,35,36
Pol iota inh,138%[activator],-11%,15%,?,20%,33%
JMJD2A Tudor,-8%,-11%[57.1 µM],231%[activator],100µM*,-11%,-9%
BAZ2B inh,?,4%,66%[activator],-8%,-5%,0%
BLM helicase inh,-10%,-11%,-9%,-4%,-3%,2%
Pin1 inh,10%,2%,2%,?,3%,1%
G9a block,35µM*,?,.,-1%[59 µM],21%,16%[2.33 µM]
HP1b chromo inh,35%,58%[activator],180%[activator],47%[activator],37%,29%
PGK inhibitor,0%,-5%,1%,i,6%,-4%
GLS inhibitor,-6%,-16%,-1%,-24%,1%,1%

[37] CN(C(=O)C1CCN(S(=O)(=O)c2ccccc2[N+](=O)[O-])CC1)C1CCCCC1
[38] COc1ccc(NC(=O)/C=C\C(=O)N(c2ccc(C(C)C)cc2)C(C(=O)NCc2ccco2)c2ccc(F)cc2)cc1 (centres undefined)
[39] COc1ccc(CN2CCNC(=O)C2CC(=O)N(Cc2nccn2C)C(C)C)c(OC)c1 (centres undefined)
[40] Cc1c(Cc2ccccc2)c(=O)oc2cc(O)ccc12
[41] CC/C(Cc1ccccc1)=N\NC(=O)c1cc(C)oc1C
[42] Cc1ccc(NS(=O)(=O)c2ccc(Cl)s2)nc1
screen / no.,37,38,39,40,41,42
Pol iota inh,13%,1%,?,10%,12%,-1%
JMJD2A Tudor,-6%,-26%,-2%,-2%[11.4 µM],-17%,-15%
BAZ2B inh,.,-18%,-37%,2%,-36%,0%
BLM helicase inh,.,-14%,-1%,-8%,2%,5%
Pin1 inh,-12%,1%,-1%,-22%,2%,-2%
G9a block,.,?,-8%,8%,33%[59 µM],.
HP1b chromo inh,15%[57 µM],30%,29%,31%,18%,14%
PGK inhibitor,-4%,-1%,-4%,0%,1%,-1%
GLS inhibitor,0%,-3%,-9%,13%,14%,1%

Ordered by length of the SMILES (rising): seven of the compounds above
[33] c1ccc(CSc2ncnc3sccc23)cc1
[42] Cc1ccc(NS(=O)(=O)c2ccc(Cl)s2)nc1
[36] Cc1c(C#N)c2ccccc2n1CC(=O)NC(C)c1ccccc1 (centres undefined)
[35] CCOCCn1c(SCc2cccc(C)c2)nc2c1c(=O)[nH]c(=O)n2C
[39] COc1ccc(CN2CCNC(=O)C2CC(=O)N(Cc2nccn2C)C(C)C)c(OC)c1 (centres undefined)
[37] CN(C(=O)C1CCN(S(=O)(=O)c2ccccc2[N+](=O)[O-])CC1)C1CCCCC1
[38] COc1ccc(NC(=O)/C=C\C(=O)N(c2ccc(C(C)C)cc2)C(C(=O)NCc2ccco2)c2ccc(F)cc2)cc1 (centres undefined)
screen / no.,33,42,36,35,39,37,38
Pol iota inh,15%,-1%,33%,20%,?,13%,1%
JMJD2A Tudor,231%[activator],-15%,-9%,-11%,-2%,-6%,-26%
BAZ2B inh,66%[activator],0%,0%,-5%,-37%,.,-18%
BLM helicase inh,-9%,5%,2%,-3%,-1%,.,-14%
Pin1 inh,2%,-2%,1%,3%,-1%,-12%,1%
G9a block,.,.,16%[2.33 µM],21%,-8%,.,?
HP1b chromo inh,180%[activator],14%,29%,37%,29%,15%[57 µM],30%
PGK inhibitor,1%,-1%,-4%,6%,-4%,-4%,-1%
GLS inhibitor,-1%,1%,1%,1%,-9%,0%,-3%

An excerpt. The share of hits here may be higher or lower than overall.
